IDE exosite inh – exo-site inhibitors of human IDE, primary screen, biochemical, fluorescence anisotropy, probe displacement; Insulin-degrading enzyme (Homo sapiens), P14735; purified IDE, FL-6b probe fluorescence polarization; active compounds read low; z-score at 20 µM; 6.3% of 17,000 active; AID 1259349, 2017;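 active = z-score of -3 or lower, meaning strong loss of probe binding signal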;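 also: His-tagged human IDE residues 42-1019 made in E. coli with 30 nM FL-6b probe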
Target sequence (P14735 42-1019 limits assumed): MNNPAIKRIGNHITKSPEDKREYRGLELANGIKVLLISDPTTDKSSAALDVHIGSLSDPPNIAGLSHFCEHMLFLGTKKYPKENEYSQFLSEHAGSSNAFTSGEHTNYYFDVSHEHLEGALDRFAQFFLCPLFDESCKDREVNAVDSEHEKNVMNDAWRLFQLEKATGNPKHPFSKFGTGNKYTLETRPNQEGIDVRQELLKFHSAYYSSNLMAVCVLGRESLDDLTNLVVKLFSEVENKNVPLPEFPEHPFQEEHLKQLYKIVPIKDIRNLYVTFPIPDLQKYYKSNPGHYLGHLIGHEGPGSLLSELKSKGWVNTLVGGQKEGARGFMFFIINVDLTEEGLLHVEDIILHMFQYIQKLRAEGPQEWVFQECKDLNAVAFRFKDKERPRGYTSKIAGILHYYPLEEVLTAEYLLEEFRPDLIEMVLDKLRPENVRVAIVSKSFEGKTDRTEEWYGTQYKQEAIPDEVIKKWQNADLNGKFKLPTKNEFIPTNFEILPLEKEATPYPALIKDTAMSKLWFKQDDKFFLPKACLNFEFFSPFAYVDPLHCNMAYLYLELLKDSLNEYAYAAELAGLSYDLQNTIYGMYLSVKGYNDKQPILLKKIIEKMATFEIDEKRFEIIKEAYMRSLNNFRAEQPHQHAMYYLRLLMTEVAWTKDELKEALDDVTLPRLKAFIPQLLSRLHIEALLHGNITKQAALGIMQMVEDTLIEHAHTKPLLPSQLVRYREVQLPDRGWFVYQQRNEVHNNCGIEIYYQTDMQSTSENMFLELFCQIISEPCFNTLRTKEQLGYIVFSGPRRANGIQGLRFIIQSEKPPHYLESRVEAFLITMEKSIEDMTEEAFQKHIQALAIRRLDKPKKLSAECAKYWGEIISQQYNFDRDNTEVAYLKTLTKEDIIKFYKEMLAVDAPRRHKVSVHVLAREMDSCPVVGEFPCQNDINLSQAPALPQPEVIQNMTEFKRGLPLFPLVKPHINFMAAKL
The depositor's hits bear a star; ! = not confirmed by another sample. Some of the compounds tested; the hit share may differ from the screen's.

Start of the listing, in advance (six entries):
Screening CCS(=O)(=O)N1CC(=O)N2[C@H](CO)[C@@H](c3ccc(C#CC4CCCCC4)cc3)[C@H]2C1 returned IDE exosite inh -0.153.
For C[C@@H]1CN([C@@H](C)CO)C(=O)c2cc(/C=C/c3ccccc3)cnc2O[C@H]1CN(C)S(=O)(=O)c1ccccc1F the results were IDE exosite inh -3.39*.
For CCN(C[C@H]1[C@H](c2ccccc2)[C@@H](CO)N1C(C)=O)C(=O)NC1CCCC1 the results were IDE exosite inh 0.0752.
Cc1ccccc1-c1ccc(C2[C@@H]3CN(C(=O)C4CCOCC4)C[C@H]2N3)cc1 (stereo partly drawn) was read as IDE exosite inh -7.71*!.
N#C[C@H]1[C@@H](c2ccc(C3=CCCC3)cc2)[C@H](CO)N1C(=O)c1cccc(F)c1 was read as IDE exosite inh 4.14.
For CC(C)(C)[S@@](=O)N1Cc2cc(C(=O)N[C@@H]3CCN(Cc4ccccc4)C3)nc(-c3cccc(-c4cccnc4)c3)c2[C@H]1CCO the results were IDE exosite inh 0.932.

This part in full, repeating the preview:
Screening CCS(=O)(=O)N1CC(=O)N2[C@H](CO)[C@@H](c3ccc(C#CC4CCCCC4)cc3)[C@H]2C1 returned IDE exosite inh -0.153.
For C[C@@H]1CN([C@@H](C)CO)C(=O)c2cc(/C=C/c3ccccc3)cnc2O[C@H]1CN(C)S(=O)(=O)c1ccccc1F the results were IDE exosite inh -3.39*.
For CCN(C[C@H]1[C@H](c2ccccc2)[C@@H](CO)N1C(C)=O)C(=O)NC1CCCC1 the results were IDE exosite inh 0.0752.
Cc1ccccc1-c1ccc(C2[C@@H]3CN(C(=O)C4CCOCC4)C[C@H]2N3)cc1 (stereo partly drawn) was read as IDE exosite inh -7.71*!.
N#C[C@H]1[C@@H](c2ccc(C3=CCCC3)cc2)[C@H](CO)N1C(=O)c1cccc(F)c1 was read as IDE exosite inh 4.14.
For CC(C)(C)[S@@](=O)N1Cc2cc(C(=O)N[C@@H]3CCN(Cc4ccccc4)C3)nc(-c3cccc(-c4cccnc4)c3)c2[C@H]1CCO the results were IDE exosite inh 0.932.
Screening CO[C@@H]1CN(C)C(=O)c2ccc(NS(=O)(=O)CC(F)(F)F)cc2OC[C@@H](C)N(Cc2nccs2)C[C@H]1C returned IDE exosite inh -0.547.
O=C(c1ccc(F)cc1)N1CC(=O)N2[C@@H](CO)[C@@H](c3ccc(C#CC4CCCCC4)cc3)[C@@H]2C1 was read as IDE exosite inh 5.21.
`COc1cccc(NC(=O)C[C@H]2CC[C@@H]3[C@@H](COc4ccc(NC(=O)C5CC5)cc4C(=O)N3C)O2)c1` gave IDE exosite inh 0.268.
Screening CN1c2ccc(C#Cc3cccnc3)cc2[C@@H]2[C@@H](CCN2C(=O)c2cccc(F)c2)[C@@H]1CO returned IDE exosite inh 0.781.
Screening COc1ccccc1-c1ccc([C@H]2[C@@H](CO)N3CCCCN(C(=O)CN4CCOCC4)C[C@H]23)cc1 returned IDE exosite inh -2.83.
For OC[C@@H]1[C@@H](c2ccc(-c3ccccc3F)cc2)[C@@H]2CN(Cc3cncnc3)CCCCN12 the results were IDE exosite inh -0.419.
`CCCNC(=O)N1C[C@@H](C)[C@@H](OC)CN(C)C(=O)c2ccc(NC(=O)CC)cc2OC[C@H]1C` gave IDE exosite inh -1.14.
C[C@@H]1CCCCO[C@@H](CN(C)C(=O)c2ccncc2)[C@H](C)CN([C@@H](C)CO)C(=O)c2cc(NS(=O)(=O)c3cccs3)ccc2O1 was read as IDE exosite inh 0.332.
`C/C=C/c1ccc([C@@H]2[C@@H](CO)N3CCCCN(C(=O)Nc4cc(F)ccc4F)C[C@@H]23)cc1` gave IDE exosite inh 2.02.
Screening COc1ccc2c3c([nH]c2c1)[C@H](CO)N(C(=O)Nc1ccc(F)cc1)CC31CCN(C(=O)Nc2ccc3c(c2)OCO3)CC1 returned IDE exosite inh 0.354.
`CCC(=O)N1CC(=O)N2[C@H](CO)[C@@H](c3ccc(C#CCC(C)C)cc3)[C@@H]2C1` gave IDE exosite inh -0.0953.
`C[C@H](O)C#Cc1ccc([C@H]2[C@@H](CO)N3CCCCN(C(=O)c4ccncc4)C[C@@H]23)cc1` gave IDE exosite inh 0.702.
O=C(c1ccccn1)N1CC(=O)N2[C@@H](CO)[C@H](c3ccc(-c4cccc(F)c4)cc3)[C@@H]2C1 was read as IDE exosite inh -0.0643.
For O=C(NC1CCCC1)N1CCCCN2[C@H](CO)[C@@H](c3ccc(-c4cccnc4)cc3)[C@H]2C1 the results were IDE exosite inh -0.767.
`COc1ccc2c3c(n(C)c2c1)[C@H](CO)NCC31CCN(Cc2ccncc2)CC1` gave IDE exosite inh 1.33.
For CCCC#Cc1ccc([C@@H]2[C@H]3CN(C(=O)c4cccc(F)c4)CC(=O)N3[C@H]2CO)cc1 the results were IDE exosite inh 2.01.
`O=C1C[C@@H](c2ccccc2)C(=O)N[C@H](c2ccc(F)cc2)C/C=C\CCN1` gave IDE exosite inh 1.
Screening CO[C@H]1CN(C)C(=O)c2cc(NC(=O)Nc3c(C)noc3C)ccc2OC[C@H](C)NC[C@H]1C returned IDE exosite inh 0.585.
CN1C(=O)c2cc(NC(=O)c3cccc(F)c3)ccc2OC[C@@H]2O[C@@H](CC(=O)NCc3ccccc3Cl)CC[C@@H]21 was read as IDE exosite inh -1.07.
C[C@H]1CCCCO[C@H](CN(C)C(=O)c2ccncc2)[C@@H](C)CN([C@@H](C)CO)C(=O)c2cc(NC(=O)CCC(F)(F)F)ccc2O1 was read as IDE exosite inh 0.455.
COc1cccc(C(=O)Nc2ccc3c(c2)C(=O)N(C)[C@@H]2CC[C@H](CC(=O)NCc4ccc(F)cc4)O[C@H]2CO3)c1 was read as IDE exosite inh -0.562.
Screening O=C(c1cccc(F)c1)N1CC(=O)N2[C@H](C1)[C@H](c1ccc(-c3cccnc3)cc1)[C@@H]2CO returned IDE exosite inh 2.17.
CC(C)C#Cc1ccc([C@@H]2[C@@H](CO)N3C(=O)CN(C(=O)Cc4ccccc4)C[C@@H]23)cc1 was read as IDE exosite inh -0.684.
Screening CCCC#Cc1ccc([C@H]2[C@@H](CO)N3C(=O)CN(C(=O)c4ccccc4)C[C@H]23)cc1 returned IDE exosite inh 2.12.
For CCCNC(=O)N1CC2(C1)[C@H](c1ccccc1)[C@@H](CO)N2C(=O)c1cccnc1 the results were IDE exosite inh -0.358.
For COc1ccc(S(=O)(=O)Nc2ccc3c(c2)C(=O)N([C@@H](C)CO)C[C@H](C)[C@@H](CN(C)S(=O)(=O)c2ccc(Cl)cc2)OCCCC[C@@H](C)O3)cc1 the results were IDE exosite inh 2.
`O=C(Nc1cccc(F)c1)N1CC(=O)N2[C@H](C1)[C@H](c1ccc(C#Cc3cccnc3)cc1)[C@@H]2CO` gave IDE exosite inh 1.01.
For N#C[C@@H]1[C@H](c2ccc(C#Cc3cccc(F)c3)cc2)[C@@H](CO)N1C(=O)C1CC1 the results were IDE exosite inh 0.497.
For CNC[C@H]1OCCCC[C@@H](C)Oc2ccc(N)cc2C(=O)N([C@@H](C)CO)C[C@@H]1C the results were IDE exosite inh 1.48.
`C[C@@H]1CN([C@H](C)CO)C(=O)CCCn2nncc2CO[C@@H]1CN(C)C(=O)c1cc(-c2ccccc2)on1` gave IDE exosite inh -1.72.
`CN(C[C@@H]1N[C@H](CO)[C@H]1c1ccc(C2=CCCC2)cc1)C(=O)c1cccc(F)c1` gave IDE exosite inh -0.363.
`COc1ccccc1S(=O)(=O)N1CC[C@@H]2[C@H]1c1cc(-c3ccc(C#N)cc3)ccc1N[C@@H]2CO` gave IDE exosite inh 1.12.
COc1ccc(C#Cc2ccc([C@@H]3[C@@H](CO)N4CCCCN(S(=O)(=O)c5cn(C)cn5)C[C@H]34)cc2)cc1 was read as IDE exosite inh 0.146.
Screening CCC(=O)Nc1ccc2c(c1)C(=O)N(C)C[C@H](OC)[C@@H](C)CN(Cc1nccs1)[C@@H](C)CO2 returned IDE exosite inh 0.317.
For CCCC#Cc1ccc([C@@H]2[C@@H](C#N)N(C(=O)C3CCCC3)[C@@H]2CO)cc1 the results were IDE exosite inh 1.74.
Screening CCCNC(=O)N1[C@@H](CO)[C@@H](c2ccccc2)[C@@H]1CNC(=O)c1ccccc1 returned IDE exosite inh 1.07.
O=C(Cc1cccnc1)N1CC(=O)N2[C@H](CO)[C@H](c3ccc(C#CC4CC4)cc3)[C@@H]2C1 was read as IDE exosite inh 1.21.
Screening O=C(c1cccnc1)N1CCCCN2[C@H](CO)[C@@H](c3ccc(C#Cc4ccccn4)cc3)[C@@H]2C1 returned IDE exosite inh -2.64.
`CN(C)CC(=O)N1[C@H](C#N)[C@H](c2ccc(C#CC3CCCCC3)cc2)[C@H]1CO` gave IDE exosite inh -0.51.

Retrieved by compound from above:
For COc1ccc(S(=O)(=O)Nc2ccc3c(c2)C(=O)N([C@@H](C)CO)C[C@H](C)[C@@H](CN(C)S(=O)(=O)c2ccc(Cl)cc2)OCCCC[C@@H](C)O3)cc1 the results were IDE exosite inh 2.
Screening CCC(=O)Nc1ccc2c(c1)C(=O)N(C)C[C@H](OC)[C@@H](C)CN(Cc1nccs1)[C@@H](C)CO2 returned IDE exosite inh 0.317.
Screening O=C(c1cccnc1)N1CCCCN2[C@H](CO)[C@@H](c3ccc(C#Cc4ccccn4)cc3)[C@@H]2C1 returned IDE exosite inh -2.64.

(continued)
CCS(=O)(=O)N1CCCCN2[C@H](CO)[C@H](c3ccc(-c4cccc(C#N)c4)cc3)[C@@H]2C1 was read as IDE exosite inh 0.927.
`O=C(Nc1ccc(F)cc1)N1CC(=O)N2[C@H](CO)[C@H](c3ccc(Br)cc3)[C@@H]2C1` gave IDE exosite inh 1.08.
`O=C(C[C@H]1CC[C@@H]2[C@H](COC[C@@H](O)CN2C(=O)Nc2cc(Cl)cc(Cl)c2)O1)N1CCOCC1` gave IDE exosite inh 1.01.
For CN1C(=O)c2cc(NC(=O)c3cccc(Cl)c3)ccc2OC[C@@H]2O[C@@H](CC(=O)NC3CCCCC3)CC[C@@H]21 the results were IDE exosite inh 0.446.
Screening O=C(Nc1ccccc1F)N1CC(=O)N2[C@H](CO)[C@@H](c3ccc(C#CC4CC4)cc3)[C@@H]2C1 returned IDE exosite inh -0.901.
For CC(C)C#Cc1ccc([C@@H]2[C@@H](CO)N3CCCCN(C(=O)c4ccc5c(c4)OCO5)C[C@H]23)cc1 the results were IDE exosite inh 0.453.
For C/C=C/c1ccc([C@H]2[C@@H](CO)N[C@@H]2CN(CC)C(=O)CN2CCOCC2)cc1 the results were IDE exosite inh -1.07.
CC[C@H]1C/C=C\C[C@H](CC)NC(=O)[C@@H](C)CC(=O)N1 was read as IDE exosite inh 1.13.
For O=C([C@H]1[C@H](CO)[C@H]2Cn3c(cccc3=O)[C@H]2N1C(=O)CC1CC1)N1CCc2ccccc2C1 the results were IDE exosite inh 0.533.
For O=C(c1cccc(F)c1)N1CC(=O)N2[C@@H](CO)[C@H](c3ccc(-c4ccccc4)cc3)[C@@H]2C1 the results were IDE exosite inh 2.42.
Cc1ccccc1-c1cnc2c(c1)C(=O)N([C@H](C)CO)C[C@H](C)[C@H](CN(C)Cc1ccccc1F)O2 was read as IDE exosite inh -1.84.
For CCC(=O)N1CC[C@@H]2[C@H]1c1cc(C#Cc3ccccc3F)ccc1N[C@@H]2CO the results were IDE exosite inh 0.478.
Screening Cc1cccc(-c2ccccc2[C@H]2[C@@H](C#N)N(c3ncc(-c4ccccc4)s3)[C@H]2CO)c1 returned IDE exosite inh -0.796.
Screening CC(C)CC#Cc1ccc([C@@H]2[C@H]3CN(C(=O)Nc4ccc(F)cc4)CC(=O)N3[C@H]2CO)cc1 returned IDE exosite inh 4.14.
C[C@@H]1CN([C@H](C)CO)C(=O)Cc2cc(NS(=O)(=O)c3ccc(F)cc3)ccc2O[C@@H]1CN(C)Cc1ccncc1 was read as IDE exosite inh 0.86.
OC[C@H]1[C@@H](c2ccc(-c3ccncc3)cc2)[C@@H]2CN(Cc3ccccn3)CCCCN12 was read as IDE exosite inh -0.0684.
`C[C@H]1CN([C@@H](C)CO)C(=O)c2c(c3ccccc3n2C)-c2ccccc2CO[C@@H]1CN(C)C` gave IDE exosite inh -1.3.
Screening O=C(C[C@H]1CC[C@H]2NC[C@@H](O)COC[C@@H]2O1)Nc1ccc(-c2ccccc2)cc1 returned IDE exosite inh -1.18.
Screening CC(C)CC#Cc1ccc([C@@H]2[C@@H](CO)N3C(=O)CN(C(=O)NC(C)C)C[C@@H]23)cc1 returned IDE exosite inh 4.88.
`CC(C)(O)C#Cc1cccc(-c2nc(C(=O)O)cc3c2[C@H](CCO)N(S(=O)C(C)(C)C)C3)c1` (stereo partly drawn) gave IDE exosite inh -0.107.
For O=C(C1CCCC1)N1CC(=O)N2[C@H](CO)[C@H](c3ccc(C#CC4CCCC4)cc3)[C@@H]2C1 the results were IDE exosite inh 1.96.
Screening COc1cccc(CN2[C@H](CO)[C@H](c3ccccc3)C23CN(C(=O)C2CCCCC2)C3)c1 returned IDE exosite inh 1.7.
`N#Cc1ccc(-c2ccc3c(c2)[C@@H]2[C@@H](CCN2C(=O)C2CCCCC2)[C@@H](CO)N3)cc1` gave IDE exosite inh 2.13.
For O=C(C[C@@H]1CC[C@@H]2[C@H](COC[C@@H](O)CN2C(=O)Nc2cccc(F)c2)O1)NCCCN1CCOCC1 the results were IDE exosite inh -1.11.
For CCC(=O)N1[C@H](CN(CC)C(C)=O)[C@@H](c2ccc(-c3cccnc3)cc2)[C@@H]1CO the results were IDE exosite inh 0.871.
Screening C[C@@H]1CN([C@@H](C)CO)C(=O)c2cc(NC(=O)NC3CCCCC3)ccc2O[C@@H]1CN(C)S(C)(=O)=O returned IDE exosite inh -0.45.
`Cc1ccccc1-c1ccc([C@H]2[C@@H](CO)N3CCCCN(C(=O)Nc4ccc(F)cc4)C[C@@H]23)cc1` gave IDE exosite inh -1.63.
For Cc1ccc(-c2ccc([C@H]3[C@@H](CO)N4CCCCN(C(=O)Nc5cccc(F)c5)C[C@H]34)cc2)cc1 the results were IDE exosite inh 4.23.
`COCC#Cc1ccc([C@H]2[C@@H](CO)N3C(=O)CN(C(=O)C4CCOCC4)C[C@H]23)cc1` gave IDE exosite inh 5.15.
For CN1C(=O)c2cc(NC(=O)Nc3ccc(Cl)cc3)ccc2OC[C@H]2O[C@@H](CC(=O)NCCN3CCCCC3)CC[C@H]21 the results were IDE exosite inh 0.0604.

Bioassay records deposited in PubChem BioAssay by Broad Institute.
